AMA1 RON2 block: qHTS for Inhibitors of AMA1-RON; Towards Development of Antimalarial Drug Lead: Primary Screen. Plasmodium falciparum AMA1 (3D7) - RON2 peptide interaction. AlphaScreen AMA1-biotinylated RON2 peptide binding. Potency, µM (series often up to 58.2 µM), for the others: at the highest dose activity change, negative = inhibition, actives largely listed as inhibitors. 360,000 tested, 0.2% active. AID 720542, 2013;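 further: potency means the concentration at half of the fitted maximal effect; 0% = vehicle wells and -100% = peptide control; nearly all actives have a fitted effect of over 45% in size; some results filed as inactive show a strong effect at the top dose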
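AMA1 (3D7) with his tag at 25 nM final met compounds first, then biotinylated RON2 peptide at 25 nM; detection used donor plus acceptor beads, 10 µg/mL apiece, read by AlphaScreen after 30 min at room temperature.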
Sm TGR block: qHTS Assay for the Inhibitors of Schistosoma Mansoni Peroxiredoxins; Schistosoma mansoni thioredoxin glutathione reductase (TGR), Q962Y6; purified TGR, DTNB reduction, TNB absorbance 405 nm; Potency, µM (titrated, usually from 114 µM), inactives show at the top dose activity change, negative = inhibition, actives largely listed as inhibitors; 360,000 tested, 3% active; further: potency means the concentration at half of the fitted maximal effect; nearly all actives have a fitted effect of over 60% in size
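Kinetic colorimetric format: TGR-catalysed, NADPH-driven DTNB reduction monitored via TNB absorbance. Enzyme dispensed at 20 nM; compound exposure 15 min at room temperature before reaction start.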
AmpC inh detg: qHTS Inhibitors of AmpC Beta-Lactamase (assay with detergent); P00811; AmpC hydrolysis of nitrocefin, absorbance 480 nm, 0.01% Triton; Potency, µM (highest dose often 114 µM), inactives show at the highest dose activity change, negative = inhibition, usual class: inhibitors; 370,000 tested, 0.041% active; AID 485294, 2010;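 further: potency means the concentration at half of the fitted maximal effect; 0% = no-compound wells and -100% = no-enzyme wells; nearly all actives have a fitted effect of over 25% in size; some results filed as inactive show a strong effect at the top dose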
Target sequence (P00811 whole entry, looked up): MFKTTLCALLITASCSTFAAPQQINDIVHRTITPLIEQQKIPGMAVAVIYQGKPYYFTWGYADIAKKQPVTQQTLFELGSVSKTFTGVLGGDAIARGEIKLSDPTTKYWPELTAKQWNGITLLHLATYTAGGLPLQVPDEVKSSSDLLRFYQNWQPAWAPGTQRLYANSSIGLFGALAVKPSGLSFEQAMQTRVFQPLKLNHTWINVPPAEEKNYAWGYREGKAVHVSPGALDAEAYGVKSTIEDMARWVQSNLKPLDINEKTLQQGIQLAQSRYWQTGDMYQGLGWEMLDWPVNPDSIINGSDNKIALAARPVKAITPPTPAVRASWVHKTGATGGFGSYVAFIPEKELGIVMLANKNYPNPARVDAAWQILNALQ
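AmpC (5.3 nM in the dispensed reagent) in 20 mM phosphate pH 7.0 with 0.01% (detergent screen) or 0.0001% Triton X-100 was preincubated with compounds for 15 min at room temperature. Nitrocefin was then added from an 800 uM solution, and hydrolysis was followed at 480 nm.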
FBPA Giardia inh: qHTS Assay for Inhibitors of Fructose-1,6-bisphosphate Aldolase from Giardia Lamblia; purified Giardia FBPA; 290,000 tested, 0.71% active; Potency, µM (top dose mostly 59.6 µM), for the others: at the highest dose activity, negative = inhibition, hits mostly inhibitors; A8B2U2; further: potency means the concentration at half of the fitted maximal effect; nearly all actives have a fitted effect of over 55% in size
Target sequence (A8B2U2 whole entry, looked up): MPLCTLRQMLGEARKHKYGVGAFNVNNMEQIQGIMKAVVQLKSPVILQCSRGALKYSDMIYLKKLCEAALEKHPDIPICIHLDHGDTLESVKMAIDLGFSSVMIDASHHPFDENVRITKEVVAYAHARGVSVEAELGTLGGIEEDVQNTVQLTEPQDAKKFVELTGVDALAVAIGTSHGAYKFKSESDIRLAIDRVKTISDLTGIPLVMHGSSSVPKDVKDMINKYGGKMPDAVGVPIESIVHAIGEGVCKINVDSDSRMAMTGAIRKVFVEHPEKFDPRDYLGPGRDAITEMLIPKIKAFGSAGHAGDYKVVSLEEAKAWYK
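Giardia FBPA (40 nM reagent) was preincubated 10 min at RT with compound (up to 57.5 uM final), then substrate plus GAPDH/TPI/NAD/arsenate coupling system with diaphorase/resazurin was added; resorufin fluorescence (525/598 nm) was read after 20 min.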
HCMV antiviral: qHTS Assay for inhibitors of the human cytomegalovirus (HCMV) | HFF cells, HCMV-luciferase reporter, 72 h; hits give low values | activity change, negative = inhibition, % at 57.5 µM | 410,000 tested, 4.5% active; in the data active means activity change below about -60%; inconclusive means no clear call, values can overlap the other calls; inactive means above about -39%
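Two-dose cell screen: HFF monolayers treated with compounds and infected with luciferase-expressing HCMV at 1 PFU/cell, 72 h at 37C, then lysed for luciferase measurement.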
AmpC no deterg: qHTS Inhibitors of AmpC Beta-Lactamase (assay without detergent). 330,000 tested, 0.52% active. AmpC nitrocefin hydrolysis, absorbance 480 nm, 0.0001% Triton. Potency, µM (top dose mostly 57.1 µM), for the others: top-dose activity change, negative = inhibition, most hits filed as inhibitors. P00811;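 further: potency means the concentration at half of the fitted maximal effect; plate controls were no compound for no effect and no enzyme for full effect; nearly all actives have a fitted effect of over 20% in size; some results filed as inactive show a strong effect at the top dose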
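AmpC (5.3 nM in the dispensed reagent) in 20 mM phosphate pH 7.0 with 0.01% (detergent screen) or 0.0001% Triton X-100 was preincubated with compounds for 15 min at room temperature. Nitrocefin was then added from an 800 uM solution, and hydrolysis was followed at 480 nm.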
The depositor's hits bear a star; ? = inconclusive; nt = not tested or not shown; [ ] = another dose, or the depositor's remark. Unless noted, the call rests on the fitted dose curve; in most records, active means well fitted curve in the direction sought with a large enough effect; inconclusive means small, poorly fitted or top-dose-only effect, or another doubt; inactive means no such curve, though single readings can be large; an effect the other way counts as inactive or inconclusive. Unless noted, on the % scale 0 is the no-effect control and ±100 the full control effect.

canonical_smiles | AMA1 RON2 block | AmpC no deterg | AmpC inh detg | Sm TGR block | HCMV antiviral | FBPA Giardia inh
O=C(N1CCOCC1)C(F)(F)C(=O)N1CCOCC1 | -7% | -11% | ? | 19% | 33 | 0%
Cn1c(N=NC(=O)c2ccccc2)c(O)c2ccccc21 | -29% | 111%[activator] | -3% | -1% | 96 | -13%
Clc1ccc(-c2noc(CN(Cc3ccccn3)CC3CCCO3)n2)cc1 (stereo unspecified) | 6% | 144%[activator] | 3% | -9% | ? | 0%
Cc1ccc(NC(=O)Cn2nc(C)c(S(=O)(=O)N(C)C)c2C)cc1 | 11% | -10% | -8% | 50%[activator] | -13 | -6%
CCNc1nnc(CSc2nc3ccccc3s2)s1 | 53%[activator] | -6% | ? | 5% | 69 | 1%
O=C(Cn1cc(C(F)(F)F)ccc1=O)NCC1CCCO1 (stereo unspecified) | 9% | -17% | 0% | -7% | 14 | nt
O=C(O)c1cnc(-c2ccccc2)nc1C(F)(F)F | -16% | -4%[2.29 µM] | -12% | -8% | -12 | 15%
CCCn1c(=O)c(C(=O)NNS(=O)(=O)c2ccc(NC(=O)OC)cc2)c(O)c2ccccc21 | 50%[activator] | -26% | 5% | -2% | -14 | -4%
CNC(=O)/C(C#N)=C/c1c(N2CCN(c3cccc(Cl)c3)CC2)nc2c(C)cccn2c1=O | -20% | 39% | -2% | 2% | -33 | 5%
Cc1cc2ncn(CC(O)COC3CCCCC3)c2cc1C (stereo unspecified) | 2% | -3% | ? | -16% | -13 | -4%
O=C(c1cccc(Cl)c1)C1CCCN(Cc2ccon2)C1 (stereo unspecified) | -17% | 20% | -8% | 0% | -22 | 0%
CCN(C(=O)CSc1nc2ccccc2n1Cc1cc(C)ccc1C)c1ccccc1 | nt | nt | -6% | 1% | -6 | nt
Cc1ccccc1/C=c1\s/c(=C\C(=O)C(C)(C)C)[nH]c1=O | -8% | -40% | 10% | -5% | 52 | -1%
O=S(=O)(Nc1ccc(Cc2ccncc2)cc1)c1ccc(Cl)cc1 | 17% | -20% | -2% | 0% | -65* | -5%
CC1CCC2(CC1)NC(=O)N(NC(=O)C1CCN(C(=O)c3ccc(Cl)cc3)CC1)C2=O (stereo unspecified) | 0% | 2% | 1% | -11% | -27 | nt
COCc1c(C(=O)N/N=C/c2ccco2)nnn1-c1nonc1N | 27% | -11% | ? | -7% | -29 | -5%
Cc1ccc(C2CC(c3cccc(Br)c3)n3nc(N)nc3N2)cc1 (stereo unspecified) | -13% | ? | ? | 0% | 0 | -5%
Cc1ccccc1-c1cc(C(=O)Nc2nc3c(s2)CCCC3)c2ccccc2n1 | -15% | -26% | ? | -18% | -40 | -2%
O=C(/C=C/c1ccco1)N(c1ccccn1)c1ccccn1 | -2% | -18%[11.4 µM] | ? | 32µM* | -5 | ?
CC(=O)C1C(c2ccncc2)NC(=O)NC1(O)C(F)(F)F (stereo unspecified) | -4% | -19% | 2% | -1% | -25 | 2%

Filtered by structure, the entries above with an aryl thioether with sulfur outside any ring
canonical_smiles | AMA1 RON2 block | AmpC no deterg | AmpC inh detg | Sm TGR block | HCMV antiviral | FBPA Giardia inh
CCNc1nnc(CSc2nc3ccccc3s2)s1 | 53%[activator] | -6% | ? | 5% | 69 | 1%
CCN(C(=O)CSc1nc2ccccc2n1Cc1cc(C)ccc1C)c1ccccc1 | nt | nt | -6% | 1% | -6 | nt

(list continues)
canonical_smiles | AMA1 RON2 block | AmpC no deterg | AmpC inh detg | Sm TGR block | HCMV antiviral | FBPA Giardia inh
CCCn1c(=O)[nH]c(=O)c2c1nc(-c1ccc(OC)c(Br)c1)n2CCOC | 5% | 0% | -6% | 12% | -8 | 3%
COC(=O)C(NC(=O)c1ccccc1)c1ccccc1 (stereo unspecified) | -7% | -3% | -15% | -2% | 67 | 0%
NC(=O)c1cc(-c2ccncc2)nc2ccc(Cl)cc12 | 0% | -15% | 5% | nt | -31 | -5%
Cc1ccc(CSCC(=O)Nc2c(C)n(C)n(-c3ccccc3)c2=O)cc1 | -6% | -22% | 2% | 4% | -21 | 4%
O=S(=O)(c1ccc(Br)cc1)c1nnn2c1nc(NC1CCCCCC1)c1sccc12 | nt | nt | 3% | -1% | -2 | nt
CC(C)(C)NS(=O)(=O)c1ccc(CCC(=O)NCc2ccc3c(c2)OCO3)cc1 | ? | -3% | 5% | 32µM* | 13 | -3%
COc1nc(NCCC2=CCCCC2)nc(OC)n1 | ? | 2% | ? | 13% | 24 | 3%
CCN1C(=O)C(Cc2nc3ccccc3c(=O)n2-c2ccc(OC)cc2)c2ccccc21 (stereo unspecified) | nt | nt | 9% | 0% | -19 | nt
Cc1ccc2oc(=O)c(/C=C(\O)c3cccs3)nc2c1 | 24% | -37% | 6% | -20% | -1 | ?
CC1CCCCN1CC(O)c1c[nH]c2ccccc12 (stereo unspecified) | 6% | -12% | 3% | -17% | 62 | 3%

Compound profiles (already shown). Order of screens: AMA1 RON2 block, AmpC no deterg, AmpC inh detg, Sm TGR block, HCMV antiviral, FBPA Giardia inh
Results for `Cc1ccc(CSCC(=O)Nc2c(C)n(C)n(-c3ccccc3)c2=O)cc1` : -6%, -22%, 2%, 4%, -21, 4%
Results for `O=S(=O)(c1ccc(Br)cc1)c1nnn2c1nc(NC1CCCCCC1)c1sccc12` : nt, nt, 3%, -1%, -2, nt

Continued.
canonical_smiles | AMA1 RON2 block | AmpC no deterg | AmpC inh detg | Sm TGR block | HCMV antiviral | FBPA Giardia inh
CCC(NS(=O)(=O)c1ccc(C)cc1)C(=O)O (stereo unspecified) | 12% | -16% | ? | 0% | 19 | 7%
Cc1ccc(C(=O)C2CCN(C(=S)NCCCOC(C)C)CC2)cc1 | 12% | 75%[activator] | -7% | 11% | 54 | -1%
NNC(=O)c1sc2nc(N3CCOCC3)c3c(c2c1N)CCCC3 | 90%[activator] | -9% | 6% | 4% | -27 | 0%
Nc1nnc(COc2cccc(C(F)(F)F)c2)s1 | 3% | -1% | ? | 0% | -16 | -3%
CCC(CC)C(=O)Nc1nnc(SCc2cc(=O)n3cccc(C)c3n2)s1 | nt | nt | 1% | -1% | 49 | nt
Cn1c(=O)oc2cc(S(=O)(=O)NCCC(=O)NCCc3ccc(Cl)cc3)ccc21 | 0% | -12% | 2% | 6% | 35 | 4%
Cc1ccc(S(=O)(=O)NNC(=O)c2ccc3ccccc3n2)cc1 | 32%[activator] | -22% | 10% | 5% | 56 | ?
NC(=O)c1nsc(C(=O)N(CC(=O)NCc2ccccc2)c2cccc(F)c2)c1N | -10% | -22% | -2% | 1% | -4 | -4%
Cc1ccc(C)c(C(C)NC(=O)Cc2cccs2)c1 (stereo unspecified) | -2% | -4% | 2% | 13% | -2 | -4%
CC1CCCCC12NC(=O)N(CC(=O)Nc1ccc(OC(F)F)cc1)C2=O (stereo unspecified) | -1% | -23% | nt | nt | 0 | nt
O=C(C[C@H]1C/C=C\CC[C@@H](Cc2ccc(F)cc2)C(=O)OC[C@H]2CCCN2C1=O)N[C@@H](CO)Cc1ccccc1 | 1% | 317%[activator] | nt | nt | 2 | nt
Cn1cncc1C#Cc1c(-c2ccc(S(C)(=O)=O)cc2)sc2ccccc12 | 0% | 2% | nt | nt | -29 | nt
CC1CCN(Cc2c(C(=O)N/N=C/c3ccc(C(C)(C)C)cc3)nnn2-c2nonc2N)CC1 | 3% | -30% | -9% | -27% | -2 | -1%
CC(C)C(c1nnnn1C1CCCCC1)N1CCN(C(=O)c2ccco2)CC1 (stereo unspecified) | 5% | 2% | -2% | 5% | -2 | 3%
CCN(C(=O)c1ccc(Br)cc1)c1ccccc1 | -5% | -9% | 2% | 0%[57.1 µM] | 7 | 6%
Cc1ccc(OCC(=O)Nc2ccc3c4c(cccc24)CC3)c(C)c1 | -4% | -19% | 4% | 7% | -32 | 1%
O=C(NCc1ccco1)Nc1ccccc1Cl | 0% | -15% | 0% | 0% | 50 | 0%
c1cn2c(NC3CCCC3)c(-c3ccc(N4CCOCC4)cc3)nc2cn1 | 0% | 0% | -8% | 0% | 29 | -10%
CCCCn1c(SCc2nc(N)nc(N3CCCCC3)n2)nc2c1c(=O)n(C)c(=O)n2C | -15% | -11% | -12% | -12% | 0 | -2%
Cc1cc(C)c2c(N)c(C(=O)c3ccccc3)sc2n1 | 2% | -9% | 2% | -8% | 32 | -1%
O=C(Nc1ccc(S(=O)(=O)Nc2nccs2)cc1)c1c(F)c(F)c(F)c(F)c1F | -24% | -43% | -1% | -7% | 7 | -3%
COc1ccc(NC(=O)c2sc3nc(C)c(C(=O)Nc4ccc(C)cc4C)c(-c4ccc(C)o4)c3c2N)cc1 | nt | nt | 16% | 9% | -6 | nt
COCCCNC(=O)/C=C/c1ccc(Cl)cc1 | -2% | -2% | 2% | 1% | 38 | 1%
Cc1c(Cl)c([N+](=O)[O-])nn1CC(=O)NC12CC3CC(CC(C3)C1)C2 | -2% | -31% | -4% | -10% | -36 | -6%
Cc1nn(Cc2ccccc2)c(Cl)c1C(=O)OCc1nnc(-c2ccccc2)o1 | 6% | 11% | -13% | 4%[11.4 µM] | 0 | 8%
CCC(=O)Nc1cc(Cl)ccc1C(=O)O | -10% | -16% | 0% | 8% | -20 | 3%
Cc1cc(S(=O)(=O)Nc2cc3c(cc2N2CCOCC2)n(C)c(=O)c(=O)n3C)ccc1F | nt | nt | 1% | -33% | 1 | nt
CSCC(C)N1CCC(N2CCC(C(=O)NCc3ccccn3)CC2)CC1 (stereo unspecified) | 0% | -15% | ? | -43% | -29 | nt
Cn1c(/C(C#N)=C/C2CC=CCC2)nc2ccccc21 (stereo unspecified) | -3% | -11% | -1% | 1% | -16 | 3%
CC(=O)Nc1ccc(C(=O)/C=C/c2ccc[nH]2)cc1 | ? | -12% | -1% | ? | 49 | -7%
COc1ccc(C(CCN(Cc2ccc(OC)c(OC)c2)C(=O)CCl)c2ccccc2)cc1 (stereo unspecified) | -25% | 135%[activator] | 0% | 8.9µM* | -92* | -3%
CN1CCN(C(=O)CN(Cc2ccccc2)S(C)(=O)=O)CC1 | 9% | -14% | 0% | 8% | -33 | 1%
Nc1nc(NCC(=O)O)nc(NCc2ccccc2)c1[N+](=O)[O-] | 36%[activator] | -13% | -7% | -20% | -4 | -15%
CCCn1c2ccc(C)cc2c2n[nH]c(=S)nc21 | 135%[activator] | -25% | 1% | -26% | 11 | 28%
Cc1ncc(CN2CCC(C(=O)Nc3cccc(-c4cscn4)c3)CC2)cn1 | -18% | -15% | 1% | 0% | ? | nt
CCOC(=O)C1CCN(C(=O)CNS(=O)(=O)c2ccc(Br)s2)CC1 | 6% | 5% | ? | 4% | 10 | 10%
CCCCn1c(N)c(N(CC)C(=O)c2ccco2)c(=O)[nH]c1=O | -4% | -19% | -6% | -11% | -16 | nt
